Salmonella PhoP GFP = Inhibition of PhoP regulon, Salmonella typhi GFP reporter cells, confirmation, 4 h (AID 1850) | Salmonella Typhi PhoP-promoter GFP reporter, fluorescence, 4 h; higher % means a stronger effect | one-dose inhibition, % at 50 µM; IC50 in µM for titrated hits | 0.33% of 310,000 active; in the data active = a potency from the dose series; inconclusive = inhibition mostly from about 25% at the one dose, without a potency; inactive = the rest, 99 in 100 with inhibition below about 19%;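 note: 0% = induced wells with vehicle and 100% = uninduced wells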
inhibitors of VEEV = inhibitors of VEEV TC-83 cytopathic effect, confirmation, Vero cells (AID 588727) | 0.13% of 350,000 active | Vero cells, VEEV TC-83 cytopathic effect inhibition; higher % means a stronger effect | one-dose inhibition, % at 20 µM; IC50 in µM for titrated hits; in the data active = a potency from the dose series; inconclusive = inhibition mostly from about 14% at the one dose, without a potency; inactive = the rest, 99 in 100 with inhibition below about 12%; note: strong numbers were not always called active
influenza NS1A = NS1A inhibition, H1N1 influenza, cell based functional assay (AID 504329); NS1A functional cell-based assay, percent inhibition; higher % means a stronger effect; one-dose inhibition, % at 12.5 µM; IC50 in µM for titrated hits; 0.3% of 340,000 active; in the data active = a potency from the dose series; inconclusive = inhibition above about 27% without an active follow-up result; note: strong numbers were not always called active
M. tuberculosis HTS = M. tuberculosis growth inhibition, HTS (AID 449762) | one-dose inhibition, % at 25 µM; IC50 in µM for titrated hits | M. tuberculosis H37Rv growth inhibition, 7H9 media; higher % means a stronger effect | 0.59% of 330,000 active; in the data active = a potency from the dose series; inconclusive = inhibition above about 70% without an active follow-up result;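 note: bacterial growth assessed after seven days of incubation; strong numbers were not always called active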
M. tuberculosis = growth inhibition of non-replicating M. tuberculosis (AID 488890) | Mycobacterium tuberculosis non-replicating, growth inhibition; higher % means a stronger effect | inhibition, % at 25 µM; hits with a dose series show IC50 in µM | 0.39% of 320,000 active; in the data active = a potency from the dose series; inconclusive = inhibition mostly from about 82% at the one dose, without a potency; inactive = the rest, 99 in 100 with inhibition below about 76%;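 note: plate controls were DMSO cells for no effect and high antibiotic wells for full effect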
inhibitors of VEEV 10K pilot screen = recorded beside inhibitors of VEEV, whose call it bears; inhibition, %; measured here: 10K pilot screen inhibition
Active calls of the source: *; i = inactive; ? = inconclusive; · = not tested or not shown. Compounds as they come, and some 1.5% of all compounds hit somewhere here.

SMILES	Salmonella PhoP GFP	inhibitors of VEEV	influenza NS1A	M. tuberculosis HTS	M. tuberculosis	others
Cc1ccc(C(=O)/C=C/c2ccc3c(c2)OCCO3)c(O)c1	14%	0.0%	-3%	1%	52%
CCN(c1ccc(OC)cc1)S(=O)(=O)c1nnc(NC(=O)COc2ccc(C)cc2)s1	-30%	0.3%	-1%	6%	3%
CCCCn1c(NC(=O)c2ccc(F)cc2)c(C#N)c2nc3ccccc3nc21	-9%	·	·	7%	16%
Fc1ccc(-n2cnnn2)c(F)c1	-1%	0.5%	0%	-1%	1%
Cc1ccc(-c2ccc(=O)n(CC(=O)Nc3ccc4c(c3)OCCO4)n2)cc1	-4%	1.0%	-5%	0%	-3%
Cc1ccc(S(=O)(=O)N2CCN(CCC#N)CC2)cc1	12%	i	-6%	-2%	-18%
Oc1ccc(NCc2cccc(OCc3ccccc3)c2)cc1	-18%	0.7%	1%	70%	?
CCOCCOC(=O)c1cccc2c1-c1ccccc1C2=O	0%	0.8%	0%	6%	-1%
COc1ccc2cc(CCNS(=O)(=O)c3c(C)cc(C)cc3C)c(=O)[nH]c2c1	0%	1.8%	2%	-5%	1%
COc1ccc2c(c1)/C(=C\c1cccc(/C=C3/C(=O)Nc4ccc(OC)cc43)n1)C(=O)N2	·	?	1%	·	·
O=C(Nc1ccccc1C(=O)N1CCOCC1)C1CC(=O)N(c2ccc(F)cc2)C1 (centres undefined)	-3%	0.8%	-5%	-9%	-9%
Cc1ccc(CCNC(=O)CCNS(=O)(=O)c2ccc3c(c2)oc(=O)n3C)cc1	1%	i	-6%	5%	44%
CCN(CC)C(=O)N1CCC(NC(=O)Cc2ccccc2)CC1	6%	4.9%	-5%	-5%	-8%
COc1cccc(C(=O)NCC2CCCN(C(=O)c3ccc(C=O)cc3)C2)c1OC (centres undefined)	-5%	2.5%	0%	-13%	-3%
Cc1ccc(C)c(-n2c(Cc3cccs3)n[nH]c2=S)c1	-3%	1.1%	6%	-1%	-22%
COCC(=O)Nc1c(C(=O)Nc2ccc3c(c2)OCCO3)oc2ccccc12	-3%	7.5%	-1%	-2%	10%
CC(C)c1c(C(=O)N/N=C/c2cccs2)nnn1-c1nonc1N	6%	3.4%	-9%	-1%	-5%
C[C@H](CO)N1C[C@H](C)[C@@H](CN(C)S(=O)(=O)c2ccc(F)cc2)Oc2ccc(NC(=O)C3CC3)cc2C1=O	·	i	-2%	2%	12%	inhibitors of VEEV 10K pilot screen=1.3
O=C(CCl)N(c1ccccc1)C1CCCCC1	-6%	11%	1%	?	?
CC(C)C(NC(=O)c1ccc2c(c1)OCCO2)c1nc2ccccc2[nH]1 (centres undefined)	-1%	1.3%	0%	7%	-6%
CC(C)(C)n1nnnc1C(c1ccc(Cl)cc1)N(Cc1cccnc1)Cc1ccco1 (centres undefined)	-15%	5.4%	21%	3%	30%
OCCc1c[nH]c2ccc(OCc3ccccc3)cc12	0%	0.2%	3%	-1%	19%
COC(=O)c1cc(COC(=O)CNC(=O)c2ccc(Br)cc2)oc1C	·	4.3%	-23%	-2%	-3%
Cc1cc(Cl)nc(-n2nc(C)cc2C)n1	10%	i	·	5%	27%
CN1/C(=C\C=Nc2ccccc2)C(C)(C)c2ccccc21	-7%	i	-3%	13%	24%
CCOC(=O)c1[nH]c(=O)c2ccccc2c1O	0%	0.1%	-4%	-3%	-1%	inhibitors of VEEV 10K pilot screen=2.1
COC(=O)CCCn1c(C)cc(C(=O)CCl)c1C	7%	?	-2%	?	?
COc1ccc(C(=O)N/N=C2\CCS(=O)(=O)c3ccc(F)cc32)cc1OC	5%	0.0%	-12%	7%	-10%
Cc1ccc(NC(=O)c2cc(S(=O)(=O)N3CCOCC3)ccc2F)c(C)c1	-5%	i	-16%	4%	-6%
Cc1ccc(C(=O)N/C(=C\c2cccnc2)c2nc3ccccc3[nH]2)cc1	-5%	0.8%	3%	-7%	-9%

Reprinted from the entries so far (3 entries):
SMILES	Salmonella PhoP GFP	inhibitors of VEEV	influenza NS1A	M. tuberculosis HTS	M. tuberculosis	others
COC(=O)CCCn1c(C)cc(C(=O)CCl)c1C	7%	?	-2%	?	?
COc1ccc(C(=O)N/N=C2\CCS(=O)(=O)c3ccc(F)cc32)cc1OC	5%	0.0%	-12%	7%	-10%
Cc1ccc(NC(=O)c2cc(S(=O)(=O)N3CCOCC3)ccc2F)c(C)c1	-5%	i	-16%	4%	-6%

Carrying on.
SMILES	Salmonella PhoP GFP	inhibitors of VEEV	influenza NS1A	M. tuberculosis HTS	M. tuberculosis	others
CC(C)[C@H](NC(N)=O)C(=O)NNC(=O)COc1cccc(C(F)(F)F)c1	2%	4.6%	-27%	-2%	8%
O=C(COc1coc(CN2CCc3ccccc32)cc1=O)Nc1cccc(F)c1	1%	0.3%	-9%	-1%	7%
Cc1ccc(S(=O)(=O)c2cn(C)c3cc(N4CCOCC4)c(F)cc3c2=O)cc1	3%	0.1%	-12%	6%	0%
CCOC(=O)C(=O)Cc1nc(OCc2ccccc2)cc(OCc2ccccc2)n1	·	4.2%	-3%	·	·
C=CCC(NCc1ccccc1)c1ccc(Cl)cc1 (centres undefined)	-3%	1.8%	2%	5%	14%
CCOc1ccc(N(CC(=O)Nc2ccc(OC)cc2)C2=NC3CS(=O)(=O)CC3S2)cc1 (centres undefined)	0%	i	-1%	-5%	-10%
O=C(CSc1nncs1)NC(=O)Nc1ccc2c(c1)OCCO2	-8%	3.2%	11%	1%	26%
Cc1cc(N2CCN(c3ccccc3F)CC2)nc2cc(O)ccc12	-6%	6.4%	8%	8%	36%
C[N+]1(C)CCC(OC(=O)C(c2ccccc2)c2ccccc2)CC1	-5%	0.1%	3%	-3%	8%
Cc1ccc(C)c(NC(=S)N2CCC(NC(=O)c3ccccc3)CC2)c1	3%	0.0%	6%	3%	-23%
O=C(CN1C(=O)COc2ccccc21)N1CCc2ccccc2C1	-7%	1.4%	8%	10%	10%
O=C(CCCC1=NS(=O)(=O)c2ccccc2N1)N1CCN(c2ccc([N+](=O)[O-])cc2)CC1	-1%	2.1%	-1%	-5%	-2%
CC(C)N1CCN(Cc2cccn2-c2ccccn2)CC1CCO (centres undefined)	-13%	i	-12%	1%	4%
COCCNC(=O)NC(=O)CSc1nc(C)c(C)c(C)n1	-3%	0.8%	1%	26%	9%
CC1(C(=O)OCc2cc(=O)n3cc(Br)ccc3n2)CC1(Cl)Cl (centres undefined)	-7%	0.9%	-16%	-9%	44%	inhibitors of VEEV 10K pilot screen=2.4
CCCCN(C(=O)CSc1nnnn1C)c1c(N)n(Cc2ccccc2)c(=O)[nH]c1=O	-12%	0.3%	-10%	-3%	0%
Clc1ccsc1-c1ccnc(-n2cccc2)n1	6%	0.1%	10%	49%	12%
CCn1c(CCCOc2ccc(Cl)cc2Cl)nnc1SCC(=O)Nc1cc(F)ccc1C	-9%	2.4%	-2%	3%	16%
Cc1cc(C)c2c(=O)[nH]c(SCC(=O)Nc3ccccc3)nc2n1	5%	2.4%	16%	-6%	-18%
CC(=O)Nc1ccc(S(=O)(=O)N2CCC(C(=O)NCc3ccncc3)CC2)cc1	-1%	3.1%	0%	4%	-1%
CCc1ccccc1NC(=O)CCC(=O)c1cccs1	-10%	5.5%	-3%	3%	27%
CC(OC(=O)Cn1cnc2ccccc2c1=O)C(=O)NCc1ccccc1 (centres undefined)	3%	1.0%	-8%	-3%	-20%
O=C(O)C1OCC2(CO1)COC(C(=O)O)OC2 (centres undefined)	·	0.7%	-7%	·	·
Cc1cccc(C(=O)N2CCN=C2SCc2ccc([N+](=O)[O-])cc2)c1	-3%	0.2%	15%	-10%	78%
O=C(CCCn1c(=O)[nH]c2cc(Cl)ccc2c1=O)NCC1CCCO1 (centres undefined)	15%	3.5%	1%	-5%	-7%
O=C(O)CC(NC(=O)Cc1ccc([N+](=O)[O-])cc1)c1ccc2c(c1)OCO2 (centres undefined)	8%	i	-1%	1%	-9%
Cc1ccc(NC(=O)c2cc(N3C(=O)CCC3=O)ccc2N2CCOCC2)cc1	-7%	i	-7%	-2%	2%
COc1cccc(NS(=O)(=O)c2cc3c(cc2C)N(C(C)=O)CCO3)c1	-2%	0.2%	5%	-5%	-16%
Cc1ccc(-c2cc(-c3cccc(F)c3)n[nH]2)c(O)c1	2%	3.5%	-2%	?	-11%
CCCCNC(=O)/C(C#N)=C/c1ccc2c(c1)OCCO2	-4%	3.1%	-7%	13%	59%

Next section, starting with the last five of the part before.
SMILES	Salmonella PhoP GFP	inhibitors of VEEV	influenza NS1A	M. tuberculosis HTS	M. tuberculosis	others
O=C(O)CC(NC(=O)Cc1ccc([N+](=O)[O-])cc1)c1ccc2c(c1)OCO2 (centres undefined)	8%	i	-1%	1%	-9%
Cc1ccc(NC(=O)c2cc(N3C(=O)CCC3=O)ccc2N2CCOCC2)cc1	-7%	i	-7%	-2%	2%
COc1cccc(NS(=O)(=O)c2cc3c(cc2C)N(C(C)=O)CCO3)c1	-2%	0.2%	5%	-5%	-16%
Cc1ccc(-c2cc(-c3cccc(F)c3)n[nH]2)c(O)c1	2%	3.5%	-2%	?	-11%
CCCCNC(=O)/C(C#N)=C/c1ccc2c(c1)OCCO2	-4%	3.1%	-7%	13%	59%
C[C@H](NC(=O)c1nc[nH]c1C(=O)NCCCCCN)C(=O)OCc1ccccc1	10%	0.4%	-20%	-3%	-17%
O=C(Nc1ccc(S(=O)(=O)Nc2ncccn2)cc1)C1=NN(c2ccccc2)C(=O)CC1	-5%	0.4%	4%	-9%	36%
CCOc1ccc(Cl)cc1CNCCNCC(C)O (centres undefined)	-13%	i	-11%	2%	24%
CCN(CC)C(=O)CSc1nc2ccccc2c(=O)n1CCC(=O)NCc1ccc(F)cc1	-5%	2.2%	5%	-5%	6%
COc1ccc(-c2cn[nH]c2-c2ccc(O)cc2O)cc1	0%	2.6%	-12%	3%	2%
CC(=O)c1cc(C(=O)Nc2ccccc2C(=O)O)oc1C	-2%	i	-16%	1%	-4%
CCn1cc(C(=O)OCC(=O)c2cc(C)n(-c3ccccc3F)c2C)c(=O)c2ccc(C)nc21	1%	0.0%	-3%	-8%	35%
O=C(Nc1ccc2c(c1)OCCO2)c1ccc(S(=O)(=O)N2CCCCC2)cc1	-8%	0.1%	1%	5%	10%
CCCn1nc(C(=O)Nc2cccc(S(=O)(=O)N(C)c3ccccc3)c2)c2ccccc2c1=O	·	0.6%	-6%	5%	2%
Cc1c(C)n(C)c2ccc(C(=O)NCCCN3CCCCC3)cc12	22%	0.7%	10%	-1%	0%
CCN(CCO)c1nc(N2CCCCC2)c2cnn(C)c2n1	5%	1.2%	-2%	1%	4%
COc1ccc(NC(=O)c2cccc(Cn3cc(Br)c([N+](=O)[O-])n3)c2)c(C)c1	-4%	1.3%	-11%	7%	-3%
Cc1nc(NC(=O)c2oc3ccccc3c2C)sc1C(=O)N(C)C	-2%	1.6%	5%	4%	11%
O=C(CCC(=O)N1CCOc2ccccc21)NCCN1CCOCC1	2%	1.6%	3%	-1%	-7%
CC(C)(C)OC(=O)NCCc1nnc(SCC(N)=O)o1	1%	0.9%	8%	-3%	-10%
CCNC(=S)N/N=C/c1ccc(OCC(=O)Nc2ccc(OC)cc2)c(OC)c1	-6%	0.5%	-2%	-4%	-9%
O=C(O)CCN1C(=O)c2ccc(NC(=O)C(c3ccccc3)c3ccccc3)cc2C1=O	4%	i	-14%	-2%	0%
O=C(COC(=O)[C@H](Cc1ccccc1)N1C(=O)c2ccccc2C1=O)Nc1ccc2c(c1)OCO2	19%	1.1%	1%	6%	18%
CCCCc1cc(=O)oc2cc(C)cc(OC(C)C(=O)NCC3CCC(C(=O)O)CC3)c12 (centres undefined)	13%	0.4%	-1%	-18%	-12%
COc1ccc(Cl)cc1NC(=O)CSc1nnc(COc2ccccc2)n1C	4%	i	-4%	-1%	46%
CCN(CC)C(=O)CSc1nc2ccccc2o1	-13%	1.6%	-7%	0%	2%
O=C(NCCN1CCOCC1)c1nn2c(c1Cl)NC(c1ccccc1)CC2C(F)(F)F (centres undefined)	-14%	0.8%	7%	7%	-11%
C=CCn1c(CCC(O)COCCCCC)n[nH]c1=S (centres undefined)	-2%	0.9%	-1%	-3%	-2%
COCC(O)CSc1nc(C)[nH]c1[N+](=O)[O-] (centres undefined)	5%	0.7%	4%	3%	5%
CC(NC(=O)C1CCCN1S(=O)(=O)c1cccc2cccnc12)c1ccccc1 (centres undefined)	5%	0.5%	1%	2%	·
Cc1ccc(N2C(=O)NC(NC(=O)c3ccc(Cl)cc3)(C(F)(F)F)C2=O)cc1 (centres undefined)	0%	0.0%	6%	4%	27%

Bioassay records deposited in PubChem by Southern Research Specialized Biocontainment Screening Center.
